# Assay outcomes (PubChem)
# PI5P4Ka inh: PI5P4K alpha (human) kinase inhibition | P48426 | PI5P4Kalpha enzyme, ADP-Glo luminescence, 60 min; hits give low values | max response, % | 1.2% of 330,000 active; active = max response of -50% or lower; inconclusive = between -30% and -50%; inactive = -30% or higher; also: value at the top dose of about 77 µM; % is scaled to controls: 0 for no effect and ±100 for the full control effect
#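 Luminescence from ADP-Glo served as readout of PI5P4Kalpha activity in a qHTS format. Reaction: enzyme, substrate, compound, ATP at 5 microM final, 60 min at RT.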
# aSyn rescue: inhibitors of alpha-synuclein toxicity in yeast | Yeast expressing alpha-synuclein, growth rescue, BacTiter-Glo, 24 h | Potency, µM (series often up to 46.1 µM), for the others: at the top dose growth rescue (activation), most hits filed as activators | 0.14% of 370,000 active | AID 652106; also: potency is read from the fitted curve at half-maximal effect; % of control where 0% means no effect; nearly all actives have a fitted effect of over 65% in size
#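 Readout is rescue of growth in alpha-synuclein-expressing yeast, so inhibitors of toxicity appear as activators. Growth after 24 hr at 30 deg C in galactose medium is quantified by luminescence.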
# EPAC1 antag: EPAC1 (human) antagonism | O95398 | EPAC1 GEF assay, Rap1b-BODIPY-GDP exchange fluorescence | Potency, µM (doses to about 115 µM), for inactives: at the top dose activity change, negative = inhibition, hits mostly inhibitors | 0.14% of 360,000 active | AID 720709;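 also: potency is read from the fitted curve at half-maximal effect; plate controls were vehicle for no effect and positive control for full effect; nearly all actives have a fitted effect of over 50% in size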
# EPAC1 agonist: activates human EPAC1 exchange factor | Potency, µM (top dose mostly 154 µM), without a hit: at the highest dose activation, usual class: activators | EPAC1 agonist qHTS, biochemical assay; response scale: 100% = response to 6.5 mM cAMP | 0.073% of 360,000 active; also: potency is read from the fitted curve at half-maximal effect; nearly all actives have a fitted effect of over 60% in size
#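 Nucleotide exchange by EPAC1 (100 nM) on Rap1B–BODIPY-GDP (250 nM) in the presence of 50 uM GDP is tracked fluorescently at 480/540 nm over 30 min. Signals are normalized to a 6.5 mM cAMP control.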
# Abeta rescue: A-beta toxicity reversal in yeast; Potency, µM (series often up to 46.1 µM), without a hit: top-dose growth rescue, most hits filed as activators; AID 1347071; 0.063% of 410,000 active; yeast expressing A-beta42, growth rescue, OD600, 48 h; response scale: 0% DMSO, 100% iron-clioquinol control; also: potency is read from the fitted curve at half-maximal effect; nearly all actives have a fitted effect of over 55% in size
#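 Yeast A-beta toxicity model in growth medium with pinned compounds, 48 h at 30 C; growth read as absorbance at 600 nm. Normalized to FeCl3/clioquinol equimolar mix (positive) and DMSO (negative).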
# WRN helicase inh: WRN helicase (human) inhibition; WRN helicase unwinding, fluorescent forked duplex, kinetic; AID 651768; Q14191; 0.46% of 360,000 active; Potency, µM (top dose mostly 114 µM), for inactives: at the highest dose activity change, negative = inhibition, actives largely listed as inhibitors; also: potency is read from the fitted curve at half-maximal effect; % is scaled to controls: 0 for no effect and ±100 for the full control effect; nearly all actives have a fitted effect of over 55% in size
# Target sequence (Q14191 whole entry, looked up): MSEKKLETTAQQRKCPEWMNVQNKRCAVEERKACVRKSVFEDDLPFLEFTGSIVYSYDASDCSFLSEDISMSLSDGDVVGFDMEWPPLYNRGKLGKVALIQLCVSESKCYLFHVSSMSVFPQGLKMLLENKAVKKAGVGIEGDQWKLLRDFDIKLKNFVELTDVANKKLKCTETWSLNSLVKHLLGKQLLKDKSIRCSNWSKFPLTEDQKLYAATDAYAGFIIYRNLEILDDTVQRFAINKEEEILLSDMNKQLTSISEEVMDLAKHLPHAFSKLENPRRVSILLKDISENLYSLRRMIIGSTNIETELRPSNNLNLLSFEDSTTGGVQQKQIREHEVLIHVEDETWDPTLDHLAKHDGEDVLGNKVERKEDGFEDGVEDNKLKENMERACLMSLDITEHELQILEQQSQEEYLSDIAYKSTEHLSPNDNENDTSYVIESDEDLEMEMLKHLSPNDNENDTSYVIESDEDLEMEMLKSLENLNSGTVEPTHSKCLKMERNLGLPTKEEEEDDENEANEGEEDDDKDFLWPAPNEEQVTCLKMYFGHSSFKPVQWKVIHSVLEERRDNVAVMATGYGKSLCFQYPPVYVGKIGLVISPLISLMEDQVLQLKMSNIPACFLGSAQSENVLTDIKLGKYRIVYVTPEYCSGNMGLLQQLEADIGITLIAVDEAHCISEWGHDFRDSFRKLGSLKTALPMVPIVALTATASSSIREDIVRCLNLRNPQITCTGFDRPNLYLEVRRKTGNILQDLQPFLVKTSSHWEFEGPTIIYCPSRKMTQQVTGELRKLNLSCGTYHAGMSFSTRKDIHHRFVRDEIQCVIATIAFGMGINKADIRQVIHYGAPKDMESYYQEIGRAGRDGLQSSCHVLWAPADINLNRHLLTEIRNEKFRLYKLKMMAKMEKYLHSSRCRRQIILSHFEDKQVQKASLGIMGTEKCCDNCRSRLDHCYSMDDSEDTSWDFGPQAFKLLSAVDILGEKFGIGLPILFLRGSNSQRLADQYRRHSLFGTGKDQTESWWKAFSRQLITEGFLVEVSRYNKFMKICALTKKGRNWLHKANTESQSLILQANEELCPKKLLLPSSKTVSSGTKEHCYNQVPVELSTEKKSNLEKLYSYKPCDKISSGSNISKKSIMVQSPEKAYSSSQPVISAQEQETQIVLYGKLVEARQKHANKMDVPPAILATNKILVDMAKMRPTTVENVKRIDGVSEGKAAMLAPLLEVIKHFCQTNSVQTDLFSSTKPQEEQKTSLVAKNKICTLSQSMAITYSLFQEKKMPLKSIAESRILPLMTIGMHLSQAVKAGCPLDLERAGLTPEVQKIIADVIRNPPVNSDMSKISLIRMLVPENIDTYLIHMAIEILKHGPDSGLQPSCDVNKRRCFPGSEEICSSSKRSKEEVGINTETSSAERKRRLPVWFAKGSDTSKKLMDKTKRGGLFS
#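 WRN at 20 nM final was preincubated with compound for 15 min at room temperature; reaction started with 100 nM forked duplex oligonucleotide carrying fluorophore and quencher plus 2 mM ATP (final). Unwinding followed kinetically by red fluorescence (ex 525/em 598 nm).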
# FUS suppressor: rescues growth of FUS-expressing yeast. 0.24% of 390,000 active. Potency, µM (doses to about 76.6 µM), for the others: top-dose growth rescue (activation), hits mostly activators. AID 1347120. S. cerevisiae FUS-expressing, growth rescue, OD600, 24 h;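 also: potency is read from the fitted curve at half-maximal effect; plate controls were DMSO vehicle for no effect and reference control for full effect; nearly all actives have a fitted effect of over 55% in size; some results filed as inactive show a strong effect at the top dose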
#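 FUS-expressing yeast, raffinose-pregrown, induced in 2% galactose minimal medium at OD 0.005; compounds in a dilution series, 24hr at 30C. Growth restoration read as absorbance at 600 nm. CP55940 positive control, DMSO negative.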
# PLK1 PBD block: blocks phosphopeptide binding to human PLK1 polo-box domain; P53350; Plk1 PBD binding of FITC phosphopeptide, fluorescence polarization; Potency, µM, for inactives: max response, negative = inhibition, most hits filed as inhibitors; 2.8% of 360,000 active; AID 720504; also: potency is read from the fitted curve at half-maximal effect; series mostly up to about 57 µM; % is scaled to controls: 0 for no effect and ±100 for the full control effect; nearly all actives have a fitted effect of over 65% in size
# IL-2 act: activates IL-2 in a cell-based reporter assay | activation, % (series mostly up to about 46 µM) | 0.065% of 360,000 active | IL-2 activation reporter assay, cell-based qHTS; stimulated with anti-CD3/CD4/CD28 beads; in transgenic mouse T cells; in the data active = activation above about 50%; inconclusive = mostly about 30% to 49%; also: 0% is about no effect
#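 Readout is EGFP and DsRed signal by fluorescent plate cytometry after 18 h at 37 degrees C. Transgenic mouse T cells (750/well) received compound for 60 min before bead stimulation (anti-CD3, anti-CD4, anti-CD28); memory T cells served as non-tolerant control.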
# An asterisk follows results filed as active; ? = inconclusive; nt = not tested or not shown; [ ] = dose if it differs, or a comment. Unless noted, calls follow the shape of the dose curve; as a rule, active = well fitted curve in the direction sought with a large enough effect; inconclusive = small, poorly fitted or top-dose-only effect, or another doubt; inactive = no such curve, though single readings can be large; an effect the other way counts as inactive or inconclusive.
No.	compound	PI5P4Ka inh	WRN helicase inh	aSyn rescue	EPAC1 agonist	Abeta rescue	EPAC1 antag	IL-2 act	FUS suppressor	PLK1 PBD block
1	C=CCNc1ccc(N2C(=O)CCCC2=O)cc1[N+](=O)[O-]	3	4%	0%	3%	-20%	-15%	-3.3	21%	-1%
2	COc1cc(/C=N/NC(=O)CSc2ccccn2)ccc1O	-5	0%	-4%	-2%	13%	5%	2.5	-7%	5%
3	COc1ccc(Nc2nc(=O)c3cc([N+](=O)[O-])ccc3s2)cc1	-6	-3%	5%	4%	3%	-25%	-3.2	-3%	-20%
4	Cc1ccc(OCCC(=O)Nc2cc(S(=O)(=O)N3CCOCC3)ccc2N2CCCC2)cc1	0	3%	6%	1%	2%	7%	0.6	-10%	4%
5	O=[N+]([O-])c1cccc(/C=N/N2CCN(Cc3ccccc3)CC2)c1	-4	3%	5%	3%	-1%	2%	0.6	2%	-2%
6	Cc1nnc(SCC(=O)N(CC(C)C)C2CCS(=O)(=O)C2)n1N (stereo not drawn)	-8	7%	1%	6%	-5%	10%	-0.5	-20%	4%
7	CCn1c(SCc2ccc(C)cc2)nnc1-c1cnccn1	-1	-3%	2%	9%	-18%	3%	0.8	21%	-9%
8	Cc1noc(NS(=O)(=O)c2ccc(NC(=O)c3ccccc3NS(=O)(=O)c3ccc(F)cc3)cc2)c1C	2	-13%	-1%	-3%	4%	-18%	0.7	-20%	-12%
9	COc1cccc(-n2nnnc2SCC(=O)NCCc2ccc(OC)c(OC)c2)c1	-5	-8%	-2%	8%	9%	-17%	1.2	8%	?
10	COc1ccc2c(c1)[C@H]1[C@H](CO2)[C@H](c2ccccc2)[C@]2(C)C(=O)N(CC3CCCO3)CC(=O)N12 (stereo partly drawn)	-1	0%	2%	6%	-4%	5%	2.6	7%	-3%
11	CCc1ccccc1NC(=O)NNC(=O)c1ccc2ccccc2c1O	-3	-14%	-3%	3%	-1%	-12%	-2.4	40%	-2%
12	Cn1cc(S(=O)(=O)Cc2ccc(F)cc2)c2ccccc21	9	-11%	2%	0%	-13%	-27%	0.1	8%	-3%
13	COc1ccc(N(CC(=O)N/N=C/c2cccs2)S(=O)(=O)c2ccccc2)cc1	-5	-16%[57.1 µM]	0%	5%	6%	-9%	-2.3	14%	-1%
14	COC(=O)c1ccc(Nc2ccc3nonc3c2[N+](=O)[O-])cc1	-6	-2%	-2%	3%	22%	-2%	-0.3	-9%	-6%
15	O=C(CC1Sc2ccccc2NC1=O)NCc1ccc(Cl)cc1 (stereo not drawn)	0	1%	2%	8%	-12%	-1%	0.2	-2%	-1%
16	CCCCNS(=O)(=O)c1ccc2nc(SCC(N)=O)[nH]c2c1	5	1%	-5%	0%	nt	-25%	5.1	-17%	-9%
17	CCc1nnc(NC(=O)C(=O)NCCOC(=O)c2ccccc2Cl)s1	nt	-25%	13%	1%	3%	-1%	-1.0	-10%	-4%
18	O=C(CNC(=O)c1ccccc1Cl)c1ccccc1	1	1%	11%	4%	4%	0%	0.1	-4%	2%
19	O=C1Nc2ccccc2Oc2cc([N+](=O)[O-])cc(Oc3ccccc3)c21	-24	?	-3%	14%	-10%	16%	0.0	nt	22%
20	CCn1cnnc1SCC(=O)Nc1ccccc1C(=O)NC1CC1	1	-4%	-8%	-4%	1%	6%	-0.2	10%	-1%
21	O=C(NCC(c1cccs1)N1CCOCC1)C1CCN(S(=O)(=O)c2c(Cl)cccc2Cl)CC1 (stereo not drawn)	7	9%	-2%	2%	-1%	-12%	-3.8	16%	-7%
22	N#C/C(=C(/O)CCl)c1nc2ccccc2[nH]1	-29	-22%	0%	-1%	-6%	-3%	-0.7	7%	1%
23	CC1=CC(C)(C)NC(=S)N1c1ccc(Cl)cc1	0	-6%	-4%	11%	?	-11%	-0.8	7%	-10%
24	Cc1ccc(CNS(=O)(=O)c2ccc(CN3C(=O)c4cccnc4C3=O)s2)o1	-3	-7%	1%	13%	7%	-12%	-4.0	-6%	-11%
25	Cc1nnc(SCC(=O)Nc2ccc3c(c2)OCO3)o1	1	10%	-11%	2%	12%	6%	0.9	7%	-7%
26	O=C(Nc1ccc(Oc2ccc(S(=O)(=O)N3CCOCC3)cn2)cc1)c1ccco1	nt	5%	0%	-5%	-4%	-1%	-1.9	24%	3%
27	CN(C)S(=O)(=O)c1ccc(Cl)c(C(=O)OCC(=O)NNC(=O)c2cccs2)c1	-3	-4%	0%	12%	-2%	-24%	4.0	-19%	-2%
28	Nn1c(SCC(=O)Nc2ccc3c(c2)OCO3)nnc1C(F)(F)F	-2	3%	-1%	-2%	18%	1%	0.7	-13%	?
29	COc1ccc(NC(=O)C2CCCN(S(=O)(=O)c3c(C)n[nH]c3C)C2)c(OC)c1 (stereo not drawn)	-2	-7%	-20%	8%	-10%	11%	-2.8	12%	-12%
30	Cn1c(=O)c(=O)n(C)c2cc(S(=O)(=O)NCCc3ccccc3)ccc21	-4	7%	-8%	-1%	3%	9%	-2.8	8%	-1%
31	CN(c1ccccc1C(=O)Nc1ccc(S(=O)(=O)N2CCCC2)cc1)S(C)(=O)=O	nt	-8%	4%	4%	10%	12%	0.6	-9%	-1%
32	CCCOc1ccc(F)cc1-c1cc(C(=O)NCc2cc(C(F)(F)F)cc(C(F)(F)F)c2)[nH]n1	0	-12%	0%	-24%	-2%	-28%	0.5	-19%	-4%
33	COC(=O)[C@H](Cc1ccccc1)NC(=O)NCCC1=CCCCC1	nt	-3%	0%	3%	0%	9%	-2.3	7%	-1%
34	Cc1nc(NC(=S)NC(=O)c2cncc(Br)c2)ccc1Br	-20	-27%	9%	1%	-17%	18%	0.2	3%	21µM*
35	CN(C)CCCN(C(=O)c1ccc(Br)s1)c1nc2cc3c(cc2s1)OCCO3	-2	-19%	-1%	-1%	-9%	-19%	-1.1	25%	-2%
36	NC(=NC(=O)c1ccccc1)N1CCN(C(c2ccccc2)c2ccccc2)CC1	14	13%	-1%	11%	-8%	19%	0.4	24%	-13%
37	CC(=O)c1sc(NC(=O)CCCOc2ccccc2C)nc1C	8	2%	4%	-5%	-19%	-12%	2.6	4%	-26%
38	O=C(Nc1nc2ccccc2[nH]1)c1ccc(Cl)c([N+](=O)[O-])c1	5	-2%[57.1 µM]	-1%	-2%	2%	13%	-1.3	19%	10%
39	Cn1nc(-c2ccccc2)c(-c2nc(-c3cccc(Cl)c3)no2)c1Cl	0	5%	1%	0%	-7%	-3%	-0.1	-21%	-11%
40	COc1cccc(C(=O)Nc2cc(S(=O)(=O)N3CCCCC3)ccc2OC)c1	-3	-14%[57.1 µM]	9%	12%	9%	?	-3.0	30%	2%

# Seven entries from above, arranged by the value under EPAC1 antag, high to low:
cpd | molecule | PI5P4Ka inh | WRN helicase inh | EPAC1 antag | FUS suppressor | PLK1 PBD block
29 | COc1ccc(NC(=O)C2CCCN(S(=O)(=O)c3c(C)n[nH]c3C)C2)c(OC)c1 (stereo not drawn) | -2 | -7% | 11% | 12% | -12%
33 | COC(=O)[C@H](Cc1ccccc1)NC(=O)NCCC1=CCCCC1 | nt | -3% | 9% | 7% | -1%
25 | Cc1nnc(SCC(=O)Nc2ccc3c(c2)OCO3)o1 | 1 | 10% | 6% | 7% | -7%
22 | N#C/C(=C(/O)CCl)c1nc2ccccc2[nH]1 | -29 | -22% | -3% | 7% | 1%
24 | Cc1ccc(CNS(=O)(=O)c2ccc(CN3C(=O)c4cccnc4C3=O)s2)o1 | -3 | -7% | -12% | -6% | -11%
35 | CN(C)CCCN(C(=O)c1ccc(Br)s1)c1nc2cc3c(cc2s1)OCCO3 | -2 | -19% | -19% | 25% | -2%
32 | CCCOc1ccc(F)cc1-c1cc(C(=O)NCc2cc(C(F)(F)F)cc(C(F)(F)F)c2)[nH]n1 | 0 | -12% | -28% | -19% | -4%

# Other compounds.
No.	compound	PI5P4Ka inh	WRN helicase inh	aSyn rescue	EPAC1 agonist	Abeta rescue	EPAC1 antag	IL-2 act	FUS suppressor	PLK1 PBD block
41	O=C(O)C1Sc2[nH]c(=O)sc2C2c3ccc(O)cc3OC(=O)C12 (stereo not drawn)	?	25µM*	13%	13%	-11%	11%	0.0	13%	30µM*
42	NC(=O)c1c(NC(=O)CN2C(=O)NC(Cc3ccccc3)C2=O)sc2c1CCC2 (stereo not drawn)	?	-10%[57.1 µM]	0%	-8%	?	-4%	-0.1	24%	-8%
43	Brc1ccccc1-c1cnco1	-1	10%	5%	0%	-17%	10%	-1.9	-27%	1%
44	CN(c1ccc(OCC(=O)Nc2ccc(S(N)(=O)=O)cc2)cc1)S(=O)(=O)c1ccc(F)cc1	-9	-6%	1%	2%	1%	-16%	-3.5	nt	6%
45	c1ccc(CCc2nn3c(-c4ccncc4)nnc3s2)cc1	nt	-2%[57.1 µM]	-31%[inhibitor]	1%	1%	11%	-1.8	7%	27µM*
46	CCN(CC(=O)Nc1c(F)cccc1F)C(=O)Cc1ccsc1	2	-5%	5%	1%	11%	-19%	-0.1	nt	1%
47	Nc1nc(SCC(=O)N2CCCc3ccccc32)n(-c2ccccc2)n1	0	4%	8%	-2%	12%	-9%	-0.3	14%	1%
48	COc1ccc(C(=O)OCC(=O)NCCc2ccc(F)cc2)cc1S(=O)(=O)N1CCOCC1	-6	5%	-1%	1%	-7%	10%	-4.0	nt	2%
49	Cc1nn(C(C)C(=O)NCc2ccco2)c(C)c1[N+](=O)[O-] (stereo not drawn)	0	-1%	0%	14%	5%	9%	0.9	-26%	-3%

# Structures listed so far that bear a hit mark in WRN helicase inh.
item	structure	PI5P4Ka inh	WRN helicase inh	EPAC1 antag	FUS suppressor	PLK1 PBD block
41	O=C(O)C1Sc2[nH]c(=O)sc2C2c3ccc(O)cc3OC(=O)C12 (stereo not drawn)	?	25µM*	11%	13%	30µM*
